Source: PubChem BioAssay
PTK2B oligo ant: Pyk2 (human) oligomerization antagonism; Q14289; Q293 cells, Pyk2 FERM NanoBiT luminescence; hits give low values; z-score (the deposit names both 25 µM and 10 µM); 99,000 tested, 0.83% active;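 active means Z-score of -3 or lower, scaled per plate to the spread of control and sample wells; inactive means z-score above -3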;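 further: negative z-score means lost luminescence so less FERM oligomerization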
EphB4 ephrin blk: blocks human EphB4 binding to ephrin-B2; P54760; EphB4 LBD / TNYL-RAW-Alexa532 peptide, fluorescence polarization; inhibition, % at 7 µM; 97,000 tested, 0.15% active; AID 720;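 active means inhibition above the screen-wide mean inhibition plus 3 SD, cut at about 15% in these data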;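 further: 0% = DMSO wells and 100% = excess unlabeled TNYL-RAW peptide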
FAK inh: blocks human focal adhesion kinase activity | inhibition, %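 (tested at 7 µM)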 | Q05397 | AID 727 | 97,000 tested, 0.84% active | biochemical FAK kinase activity assay; in the data active means inhibition above about 19%;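 further: 0% = DMSO and 100% = reference compound high control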
PLK1 kinase inh: blocks human PLK1 kinase activity; P53350; recombinant PLK1 kinase, TR-FRET peptide phosphorylation; inhibition, % at 10 µM; 97,000 tested, 0.53% active;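 active means inhibition of 50% or more in the single-concentration screen; inactive means inhibition below 50%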;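 further: 0% = DMSO max control and 100% = H-89 dihydrochloride min control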
Target sequence (P53350 whole entry, looked up): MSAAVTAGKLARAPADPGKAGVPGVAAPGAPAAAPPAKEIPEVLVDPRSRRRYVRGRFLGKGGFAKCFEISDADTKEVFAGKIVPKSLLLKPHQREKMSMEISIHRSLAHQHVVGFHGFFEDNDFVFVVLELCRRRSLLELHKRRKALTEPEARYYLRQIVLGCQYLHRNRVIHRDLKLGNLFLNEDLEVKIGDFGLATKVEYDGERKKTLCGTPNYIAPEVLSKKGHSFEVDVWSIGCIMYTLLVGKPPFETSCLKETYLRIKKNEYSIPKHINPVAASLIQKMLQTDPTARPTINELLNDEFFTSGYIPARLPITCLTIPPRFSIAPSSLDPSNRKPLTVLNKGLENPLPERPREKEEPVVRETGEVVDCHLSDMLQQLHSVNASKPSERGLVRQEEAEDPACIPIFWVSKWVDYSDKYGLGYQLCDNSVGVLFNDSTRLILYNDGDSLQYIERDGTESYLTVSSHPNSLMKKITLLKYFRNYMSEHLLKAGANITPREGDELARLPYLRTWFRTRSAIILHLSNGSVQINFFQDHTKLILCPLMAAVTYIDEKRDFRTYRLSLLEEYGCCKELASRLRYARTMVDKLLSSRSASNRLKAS
PTPN22 inh 2: inhibitors of human LYP (PTPN22) phosphatase. recombinant LYP catalytic domain, DiFMUP fluorescence. inhibition, % at 2 µM. 96,000 tested, 0.21% active;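 active means inhibition at 2 µM at or above a set limit, the screen mean plus 3 SD, cut at about 24% in these data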;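 further: 0% = DMSO with enzyme and 100% = enzyme fully blocked by orthovanadate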
PTPN22 act: LYP (human) phosphatase activation. AID 697. 96,000 tested, 0.11% active. recombinant LYP, DiFMUP fluorescence; 0 = plate median, 100 = signal doubled. Q9Y2R2. activation, % at 2 µM;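 active means activation at 2 µM above a set limit, the mean plus 5 SD, cut at about 37% in these data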
F-actin modifier: modifiers of cytoskeleton assembly | HUVEC TNFa F-actin phalloidin imaging, high content | inhibition, % at 2 µM | 91,000 tested, 0.18% active;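 active means inhibition above the batch mean plus 3 SD and confirmed as a hit by visual image inspection, cut at about 30% in these data, passing the limit was not always enough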; further: strong numbers were not always called active
Plk1 PBD FP: inhibitors of human Plk1 polo box domain binding; P53350; Plk1 PBD phosphopeptide binding, fluorescence polarization; inhibition, %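 (tested at about 20 µM)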; 97,000 tested, 0.13% active; AID 693; in the data active means inhibition above about 34%, passing the limit was not always enough
Rev-RRE block: disrupts HIV-1 Rev binding to RRE RNA. P05866. Rev peptide-RRE RNA binding, FRET. inhibition, % at 8 µM. 97,000 tested, 0.79% active. AID 704;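 active means inhibition above the screen-wide mean plus 3 SD, cut at about 35% in these data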;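 further: 0% = median DMSO wells and 100% = median Neomycin B control wells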
Target sequence (P05866 whole entry, looked up): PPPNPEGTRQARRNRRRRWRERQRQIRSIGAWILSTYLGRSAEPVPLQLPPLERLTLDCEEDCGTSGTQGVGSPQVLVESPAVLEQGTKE
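Assay system: Labelled RRE RNA duplex and labelled Rev peptide | Times: 5 min preincubation and 15 min binding, 25 °C | Detection: FRET, ex 480 nm, em 540 and 671 nm | Evaluation: % inhibition of FRET ratio versus controls | Benchmarks: DMSO wells as 0% and neomycin B wells as 100% inhibition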
* = called active by the depositor; x = no result given.

PTK2B oligo ant,EphB4 ephrin blk,FAK inh,PLK1 kinase inh,PTPN22 inh 2,PTPN22 act,F-actin modifier,Plk1 PBD FP,Rev-RRE block,molecule
x,-5,1,-14,2,-3,-1,-29,9,CCn1cc(C(=O)NC2CCC(C)CC2)c(=O)c2cc(S(=O)(=O)N3CCCCC3)ccc21 (stereo not given)
-0.43,3,-1,-11,1,-4,7,20,-2,CCOC(=O)Nc1ccc2c(c1)Nc1ccccc1S2
-0.21,-1,0,-2,6,-5,24,-16,-2,CC(C)(C)c1ccc(OCCNC(=O)c2ncn[nH]2)cc1
-0.25,-4,-2,-7,5,-6,-1,13,5,Cc1cccc(N2CCN(C3=NC(=O)C(=C4CCCCC4)S3)CC2)c1
-2.9,2,-13,-47,-3,1,14,2,4,C=CCSc1nc(N)c(C#N)c(-c2ccccc2)c1C#N
-1.5,5,-8,-3,4,-2,-6,-31,8,Cc1ccccc1C(=O)Oc1ccc(Br)cc1C(=S)N1CCCC1
-1.2,4,4,-9,-3,2,-9,-8,13,CCOC(=O)/C=c1\s/c(=C\c2ccc3c(c2)OCCO3)c(=O)n1CC(=O)NCC1CCCO1 (stereo not given)
-0.01,-8,2,-9,-3,3,-8,18,64*,Cc1ccc(C)c(S(=O)(=O)C(C#N)c2nc3ccccc3nc2N2CCCC2)c1 (stereo not given)
0.15,5,0,-4,8,-8,8,-12,13,Cc1nc2nc(NCc3cccs3)nn2c(C)c1Cl
-0.49,8,-1,-8,2,-2,-3,-17,9,O=S(=O)(c1ccccc1)N1CCN(CC(O)COc2ccc3c(c2)CCC3)CC1 (stereo not given)
0.08,6,-1,-6,8,-10,38,10,8,CCCS(=O)(=O)c1c(S(=O)(=O)CCC)c2cnccn2c1C(=O)c1ccc(CC)cc1
0.76,4,1,-8,3,-4,-6,5,6,O=C(CSc1nc2ccccc2o1)N1CCN(C(=O)c2ccco2)CC1
0.29,-4,7,-11,-11,6,-2,11,-1,CCOc1ccccc1NC(=O)Nc1cc(OC)ccc1OC
1,3,3,0,-21,16,1,17,2,O=S(=O)(Nn1cnnc1)c1ccccc1Cl
0.09,-7,-2,-10,-8,5,17,-22,1,O=C(CCN1CCCCC1)Nc1ccc(Br)cc1
-1.7,4,-1,0,5,-4,3,-32,2,COCCn1c(SCC(=O)N2CCCc3ccccc32)nc2ccccc2c1=O
-1.1,1,1,-4,3,0,-14,-14,2,O=C1COc2ccc(-c3csc(=Nc4ccc(OC(F)F)cc4)n3CC3CCCO3)cc2N1 (stereo not given)
-2.5,1,7,5,1,3,-26,6,4,CCCCN(c1ccccc1)c1ncnc(N)c1[N+](=O)[O-]
0.33,4,-1,-9,-2,6,1,-15,4,CCOc1ccc(CCNC(=O)CCCN2C(=O)c3ccccc3C2=O)cc1OCC
-1.4,-3,-5,-24,15,-11,2,-14,-2,Cc1sc(NC(=O)C2CCCCC2C(=O)O)c(C(N)=O)c1-c1ccc(C(C)C)cc1 (stereo not given)
0.27,0,-3,-15,3,-3,x,-17,-2,CC(=O)Nc1ccc(-n2c(C)nc(=O)c(-c3ccccc3)c2C)cc1
x,2,0,-6,-6,10,17,-4,9,CC1CCCC(C)N1NC(=O)c1ccc(Cl)c(S(N)(=O)=O)c1 (stereo not given)
0.33,7,1,-6,-5,2,14,3,8,Cc1cccc2cc(COC(=O)COc3ccccc3)c(=O)[nH]c12
-0.46,-13,-1,-7,-8,5,-32,-4,5,CCN(Cc1ccccc1)C(=O)Cn1c(=O)n(CC(=O)NCc2ccco2)c(=O)c2sccc21
-0.06,-3,2,-6,-3,2,-19,5,2,Cc1cc(N2CCN(c3ccccn3)CC2)n2c(nc3ccccc32)c1C#N
-0.71,-6,0,-7,10,-6,-11,5,8,CC(Oc1ccccc1)c1ccnn1S(=O)(=O)c1ccccc1 (stereo not given)
0.28,0,-2,-6,2,-2,-12,-11,8,Cc1nnc(SCC(=O)N2CCCc3ccccc32)[nH]c1=O
0.37,12,7,-21,8,-10,12,23,3,CC1CCCC(NC(=O)C2CCN(S(=O)(=O)N3CCOCC3)CC2)C1C (stereo not given)
-0.22,4,-4,-5,2,2,18,2,-6,COc1ccc(CNC(=O)C2CCN(c3nc(OC)nc(OC)n3)CC2)cc1
0.09,0,0,-13,-4,1,x,5,2,COc1ccc(CCNC(=O)CCC(=O)N2CCN(S(=O)(=O)c3ccccc3)CC2)cc1OC
-0.11,8,-2,-18,7,-5,-8,9,23,CC(C)OC(=O)CSc1nnc(SCc2cccc3ccccc23)s1
-1.8,-6,1,-5,6,-1,-23,-22,-1,Cc1cc(C)cc(N(C(=O)Cc2cccs2)C(C(=O)NC2CCCC2)c2ccc(C)o2)c1 (stereo not given)
x,-5,-7,-6,1,-2,-10,19,11,Clc1cccc(N2CCN(Cc3nc(-c4ccccc4)no3)CC2)c1
0.8,0,1,-6,-4,1,-17,-3,4,COc1cccc(-n2c(Cc3cc(=O)[nH]c(=O)[nH]3)nnc2SCC(=O)N2CCC(C)CC2)c1
-0.55,4,3,-3,-3,-1,5,-2,11,CC1CCN(CCCNC(=O)c2coc3nc4ccccc4nc23)CC1
1.2,-2,0,-9,3,0,-18,0,9,CCCCOC(=O)CSc1n[nH]c(=O)[nH]c1=O
-0.26,-2,0,-4,8,-8,7,7,1,COC(=O)c1sccc1Oc1ccc(F)cc1[N+](=O)[O-]
0.78,-6,1,4,-8,5,0,14,5,C=CCn1c(SCC(=O)c2ccc(Br)cc2)nnc1C(CC(C)C)NC(=O)c1cccs1 (stereo not given)
-2.4,3,-2,0,-2,4,5,19,3,COC(=O)c1ccc(CSc2nc3c(c(=O)n2-c2ccc(F)cc2)SCC3)o1
1.4,3,2,-13,-6,6,-5,-3,6,CCOC(=O)COc1ccc2c(c1)C(=O)CC1(CCCCC1)O2
1.4,-7,1,-6,-4,3,-1,12,6,O=P(O)(COc1ccccc1)COc1ccccc1
0.16,-4,0,-14,-1,-2,2,-2,6,FC(F)Oc1ccc(/C=N/c2c(-c3ccc(OC(F)F)cc3)nc3n2CCS3)cc1
-3.5*,1,-3,-112,1,4,-17,49,1,N#Cc1ccccc1Sc1ccccc1C(=O)Nc1ccc(Br)cc1
0.69,4,-1,-3,-4,7,-4,-18,9,Cn1c(=O)c2c(nc(CN3CCOCC3)n2CCCc2ccccc2)n(C)c1=O
1.2,2,-3,-4,-1,-2,6,-8,-1,CCOc1ncccc1C(=O)OCc1ccc(C(=O)OC)o1
2.2,5,0,-2,0,3,0,10,6,CCCCCCOC(=O)Cc1c(C)nc(-c2ccccc2)[nH]c1=O
-0.99,-6,-5,-4,-28,25,-29,-5,0,O=[N+]([O-])c1c(NCCO)cc(Sc2nc3ccccc3s2)c2nonc12
-1.5,-3,-2,-12,0,-2,-12,-21,8,O=S(=O)(c1cccc2c(S(=O)(=O)N3CCCC3)cccc12)N1CCCC1
-0.4,8,-1,-13,0,-1,12,1,3,Cc1c(Cl)cccc1NC(=O)CSCc1cc(=O)[nH][nH]1
-0.02,-7,-2,-6,5,-4,-7,-19,2,CC(C)CNC(=O)c1cccc(C(=O)NCC(C)C)c1
-1.1,-7,1,-3,-4,3,18,3,4,C=C(Cl)COc1ccc2c(CC)cc(=O)oc2c1
0.91,0,-7,-8,1,-1,19,-32,9,N#Cc1c(F)cccc1N1CCOCC1
0.18,2,1,-10,6,-7,7,-6,5,Cc1ccc(NC(=O)/C(CN(C)C)=N\O)cc1
x,-2,5,-11,-10,8,-8,9,11,CC1Cn2c(nnc2-c2cccc(Cl)c2)S1 (stereo not given)
-1.1,-3,-9,-7,2,-5,-15,15,2,CCN(CC)c1ncn(Cc2c(Cl)cccc2Cl)c2ncnc1-2
x,-1,-2,66*,x,x,x,-33,6,O=C(O)CCC(=O)c1ccc2c(c1)OCCO2

More entries:
PTK2B oligo ant,EphB4 ephrin blk,FAK inh,PLK1 kinase inh,PTPN22 inh 2,PTPN22 act,F-actin modifier,Plk1 PBD FP,Rev-RRE block,molecule
-0.7,-5,0,-7,6,-8,-3,-2,4,O=S(=O)(Nc1ccccn1)c1ccc(C2CCCCC2)cc1
-2.6,-1,-2,0,-5,6,-13,-24,-3,O=S(=O)(c1ccc2c(c1)OCCO2)N1CCN(Cc2ccccc2)CC1
1.2,-12,-11,-3,-14,10,16,-2,0,CCCC(C)NC(=O)c1ccc(F)cc1 (stereo not given)
0.49,2,4,-7,-1,4,3,14,7,O=C(c1cc(-c2ccc(Cl)cc2)n(-c2cc(Cl)ccc2Cl)n1)N1CCOCC1
x,3,-2,-8,5,-8,-13,-21,7,Oc1c(C(c2cccs2)N2CCOCC2)sc2ncnn12 (stereo not given)
1.4,5,9,-17,11,-8,-21,10,2,C=CCOc1c(Br)cc(CNc2ccc(NC(=O)CCC)cc2)cc1OCC
0.77,5,-1,-8,-4,3,-1,-15,6,COc1ccc2cc(C(=O)NCCO)sc(=O)c2c1OC
x,-1,2,-5,-1,4,2,-13,6,CCOc1c2ccc(C(=O)NCc3cc(C(F)(F)F)cc(C(F)(F)F)c3)cc2nn1CCOC
1.7,-1,0,-18,-2,0,-6,-31,4,CC1=C(C)CC(C(=O)Nc2ccc(C(N)=O)cc2)C(C(=O)O)C1 (stereo not given)
1.1,0,-1,-13,10,-10,-16,34,12,O=C(CSc1nnnn1-c1ccc2c(c1)OCCO2)OC1CCCCC1

Of the compounds above, 5 have an aryl methoxy group.
PTK2B oligo ant,EphB4 ephrin blk,FAK inh,PLK1 kinase inh,PTPN22 inh 2,PTPN22 act,F-actin modifier,Plk1 PBD FP,Rev-RRE block,molecule
0.29,-4,7,-11,-11,6,-2,11,-1,CCOc1ccccc1NC(=O)Nc1cc(OC)ccc1OC
-0.22,4,-4,-5,2,2,18,2,-6,COc1ccc(CNC(=O)C2CCN(c3nc(OC)nc(OC)n3)CC2)cc1
0.09,0,0,-13,-4,1,x,5,2,COc1ccc(CCNC(=O)CCC(=O)N2CCN(S(=O)(=O)c3ccccc3)CC2)cc1OC
0.8,0,1,-6,-4,1,-17,-3,4,COc1cccc(-n2c(Cc3cc(=O)[nH]c(=O)[nH]3)nnc2SCC(=O)N2CCC(C)CC2)c1
0.77,5,-1,-8,-4,3,-1,-15,6,COc1ccc2cc(C(=O)NCCO)sc(=O)c2c1OC
